Screens: PubChem BioAssay, NCI
Growth percent in the NCI-60 one-dose screen (48 h, 10 µM unless noted): 100 = growth as untreated, 0 = no growth, -100 = all killed.
OVCAR-4: OVCAR-4 ovarian cancer cells; hit rate 3.7% among 80,000; AID 1794784
SN12C: SN12C renal cancer cells; hit rate 3.8% among 81,000
OVCAR-3: OVCAR-3 ovarian cancer; hit rate 7% among 79,000; AID 1794787
NCI-H23: NCI-H23 lung cancer | hit rate 4% among 80,000 | AID 1794731
IGROV1: IGROV1 ovarian cancer; hit rate 4.7% among 79,000
NCI/ADR-RES: NCI/ADR-RES ovarian cells; AID 1794790; hit rate 4.4% among 81,000
NCI-H226: NCI-H226 lung cancer; hit rate 3.5% among 79,000; AID 1794732
SK-OV-3: SK-OV-3 ovarian cancer cells; hit rate 3.2% among 80,000; AID 1794785
OVCAR-5: OVCAR-5 ovarian cancer; hit rate 2.9% among 82,000
* hit, by the source's call; / = not tested or not shown. The calls were made as follows: active = growth percent below 10; inactive = the rest. Random draw from the library; about 9.4% have a hit in one of these screens.

Labels used below: A = OVCAR-4; B = SN12C; C = OVCAR-3; D = NCI-H23; E = IGROV1; F = NCI/ADR-RES; G = NCI-H226; H = SK-OV-3; I = OVCAR-5
O=C1CC(c2ccccc2)NN1 (stereo not given)
  A = 97	B = 108	C = 121	D = /	E = 108	F = 115	G = 94	H = 108	I = 113

CC/C(=C(/c1ccc(Cl)cc1)c1ccc(OCCN2CCCCC2)cc1)c1ccc(Cl)cc1
  A = 64	B = 76	C = 79	D = 62	E = 92	F = 85	G = 84	H = 84	I = 80

c1ccc2c(c1)ccc1c2nnc2nnnn21
  A = 103	B = 89	C = 80	D = 85	E = 63	F = 94	G = 86	H = 82	I = 86

CCn1c(/C(C#N)=C/c2ccncc2)nc2ccccc21
  A = 93	B = 101	C = 133	D = 100	E = 108	F = 101	G = 93	H = 102	I = 107

CCOC(=O)CSc1sc(C(=O)OCC)c(N)c1C#N
  A = 99	B = 106	C = 108	D = 101	E = 98	F = 107	G = 96	H = 96	I = 110

COc1cc(C(=O)NC(=S)NCc2ccncc2)cc(OC)c1OC
  A = /	B = 102	C = 105	D = 92	E = 107	F = 98	G = 86	H = /	I = 107

CCCCCCCCCCCCCCCCCCOc1ccc(CC(=O)NCC[N+]2(C)CCOCC2)cc1
  A = 100	B = 81	C = 88	D = 89	E = 25	F = 105	G = 91	H = 98	I = 60

COc1cc(C(=O)/C=C/c2c(Cl)nc3ccccn23)cc(OC)c1OC
  A = 66	B = 70	C = 80	D = 89	E = 80	F = 72	G = 77	H = 97	I = 122

CCN1CCN(C(C(=O)NC(C)(C)C)c2ccc(Cl)cc2)C(=O)c2ccccc2C1=O (stereo not given)
  A = 101	B = 96	C = 109	D = 101	E = 101	F = 103	G = 87	H = 93	I = 111

Nc1ccc(C(=O)Nc2ccc(N=Nc3ccc(S(=O)(=O)O)cc3)cc2)cc1
  A = 95	B = 92	C = 108	D = 101	E = 106	F = 106	G = 97	H = 94	I = 99

A second format for some results above.
molecule	OVCAR-4	SN12C	OVCAR-3	NCI-H23	IGROV1	NCI/ADR-RES	NCI-H226	SK-OV-3	OVCAR-5
O=C1CC(c2ccccc2)NN1 (stereo not given)	97	108	121	/	108	115	94	108	113
CC/C(=C(/c1ccc(Cl)cc1)c1ccc(OCCN2CCCCC2)cc1)c1ccc(Cl)cc1	64	76	79	62	92	85	84	84	80
c1ccc2c(c1)ccc1c2nnc2nnnn21	103	89	80	85	63	94	86	82	86

More structures follow.
Labels used below: A = OVCAR-4; B = SN12C; C = OVCAR-3; D = NCI-H23; E = IGROV1; F = NCI/ADR-RES; G = NCI-H226; H = SK-OV-3; I = OVCAR-5
Oc1ccccc1N=Cc1ccccc1
  A = 107	B = 82	C = 76	D = 64	E = 94	F = 85	G = 86	H = 104	I = 104

Cn1cc(-c2nc(N)nnc2-c2c[nH]c3ccc(Br)cc23)c2cccnc21
  A = 71	B = 50	C = 29	D = 65	E = 46	F = 79	G = 87	H = 62	I = 80

CCCCCCCC(C)O (stereo not given)
  A = 96	B = 101	C = 108	D = 99	E = /	F = 102	G = /	H = 108	I = 95

O=C1CCC23OC=CC2C2(Nc4ccccc4NC2=O)c2cc(F)ccc2N13 (stereo not given)
  A = 98	B = 104	C = 103	D = 97	E = 93	F = 101	G = 101	H = 101	I = 99

CCCCCCC1=C(Br)C(=O)c2nc(C)ccc2C1=O
  A = 99	B = 94	C = 71	D = 86	E = 89	F = 96	G = 96	H = 94	I = 110

CCN1C(=O)N(c2ccccc2)C2NC(=S)N(/N=C/C=C/c3ccccc3)C21 (stereo not given)
  A = 34	B = 20	C = 8.1*	D = 21	E = 21	F = 2.9*	G = 2.9*	H = 24	I = 60

O=[N+]([O-])c1cccc(C2NC(=S)Nc3c2sc2ccc(Cl)cc32)c1 (stereo not given)
  A = 92	B = 93	C = 92	D = 85	E = 73	F = 101	G = 79	H = 90	I = 100

CCOCC(=O)C(C#N)c1ccc(Cl)c(Cl)c1 (stereo not given)
  A = 91	B = 98	C = 110	D = 106	E = 101	F = 115	G = 89	H = 100	I = 97

Cc1ccc(NC(=O)Cc2ccc(/C=C/C(=O)c3ncc[nH]3)cc2)cc1
  A = 58	B = 14	C = 15	D = 42	E = 58	F = 38	G = 90	H = 84	I = 64

COc1ccc(C2NC(=O)c3cc4c(cc3N2)OCO4)cc1 (stereo not given)
  A = 59	B = 32	C = -46*	D = 8.1*	E = 43	F = 3.9*	G = 5.1*	H = -7.7*	I = 45

The list goes on:
Labels used below: A = OVCAR-4; B = SN12C; C = OVCAR-3; D = NCI-H23; E = IGROV1; F = NCI/ADR-RES; G = NCI-H226; H = SK-OV-3; I = OVCAR-5
C/C(=N\N=C(N)N)c1c(C)nn(C(=N)N)c1C
  A = 104	B = 108	C = 110	D = 100	E = 93	F = 100	G = 95	H = 99	I = 99

CN1C(=O)C2=C(Nc3ccccc3N(C(=O)C3CCC3)C2c2ccco2)C1(C)C (stereo not given)
  A = 111	B = 91	C = 97	D = 99	E = 106	F = 100	G = 106	H = 99	I = 105

COc1cc(OCc2cccc(-c3ccccc3)c2C)cc(OC)c1CN1CCCC[C@H]1C(=O)O
  A = 108	B = 103	C = 108	D = 94	E = 107	F = 100	G = 92	H = 116	I = 88

O=C(/C=C/c1ccc(Cl)cc1)c1cccc(OCCCOc2cccc(C(=O)/C=C/c3ccc(Cl)cc3)c2)c1
  A = 92	B = 103	C = 95	D = 102	E = 108	F = 105	G = 104	H = 100	I = 113

COc1ccc(NC(=O)/C(C)=N/O)cc1
  A = 105	B = 99	C = 113	D = 98	E = 107	F = 104	G = 106	H = 100	I = 106

CCN(CC)CCNc1ccc(Cl)cc1Cl
  A = 117	B = 113	C = 109	D = 101	E = 110	F = 103	G = 108	H = 93	I = 124

COc1cccc(N(CCCCN)c2cccnc2)c1
  A = /	B = 99	C = 118	D = 109	E = 110	F = 102	G = 102	H = 102	I = 110

O=C(Nc1ccccc1O)c1cccc(Nc2ccc(Cl)cc2)c1
  A = 86	B = 101	C = 109	D = /	E = 89	F = 59	G = 44	H = 108	I = 122

Clc1ccc(-c2n[nH]c3c2Cc2ccccc2-3)cc1Cl
  A = 100	B = 94	C = 110	D = 85	E = 63	F = 95	G = 94	H = 99	I = 111

O=[N+]([O-])c1cccc(S(=O)(=O)OCCOc2ccccc2)c1
  A = /	B = 93	C = 109	D = 102	E = 96	F = 103	G = 110	H = 100	I = 95

Other entries
Labels used below: A = OVCAR-4; B = SN12C; C = OVCAR-3; D = NCI-H23; E = IGROV1; F = NCI/ADR-RES; G = NCI-H226; H = SK-OV-3; I = OVCAR-5
Nc1nnc(-c2cncc(Br)c2)c(-c2c[nH]c3ccc(Br)cc23)n1
  A = 43	B = 58	C = 70	D = 71	E = 52	F = 24	G = 76	H = 99	I = 83

Cc1ccc(-c2nc(P(=O)(O)O)c(S(=O)(=O)c3ccc(C)cc3)o2)cc1
  A = 104	B = 108	C = 119	D = 100	E = 114	F = 102	G = 103	H = 111	I = 109

CCOC(=O)C1=NNC(C(=O)OCC)C1c1ccccc1 (stereo not given)
  A = 103	B = 90	C = 111	D = 99	E = 111	F = 97	G = 98	H = 99	I = 97

CCN(CC)CCCC(C)Nc1ccnc2cc(C)ccc12 (stereo not given)
  A = 89	B = 99	C = 100	D = 104	E = 107	F = 110	G = 92	H = 103	I = 101

CC(=O)C(C(C)=O)c1nc2sc3cccc(Cl)c3n2c(=N)c1C#N
  A = /	B = 99	C = /	D = 94	E = 79	F = 101	G = 96	H = /	I = 110

COC(=O)C(N)CS (stereo not given)
  A = 116	B = 92	C = 119	D = 102	E = 110	F = 97	G = 96	H = 113	I = /

Cc1c(C)c(N2C(=O)c3c(F)c(F)c(F)c(F)c3C2=O)c(C)c2c1OC(C)(CCCC(C)CCCC(C)CCCC(C)C)CC2 (stereo not given)
  A = 98	B = 101	C = /	D = 105	E = 100	F = 104	G = 100	H = 101	I = 110

CS(=O)(=O)c1nccc(-c2c(-c3cccc(OCc4ccc(F)cc4)c3)nc3occn23)n1
  A = 95	B = 76	C = 107	D = 95	E = 93	F = 87	G = 97	H = /	I = 96

C[C@]12C[C@@H](c3ccoc3)OC(=O)[C@@H]1CC[C@]1(C)[C@@H]2CC[C@@H](O)[C@]1(C)O
  A = 128	B = 64	C = 112	D = 76	E = 102	F = 104	G = 107	H = 105	I = 137

O=C(CSc1nc2ccccc2c(=O)n1-c1ccc(Cl)cc1)Nc1ccc(-c2nc3ccccc3[nH]2)cc1
  A = -76*	B = -37*	C = -36*	D = /	E = 53	F = -3.4*	G = 30	H = 94	I = 68

Just OVCAR-5 and OVCAR-4, for two of the compounds above:
SMILES	OVCAR-5	OVCAR-4
Cc1c(C)c(N2C(=O)c3c(F)c(F)c(F)c(F)c3C2=O)c(C)c2c1OC(C)(CCCC(C)CCCC(C)CCCC(C)C)CC2 (stereo not given)	110	98
CS(=O)(=O)c1nccc(-c2c(-c3cccc(OCc4ccc(F)cc4)c3)nc3occn23)n1	96	95

Other entries
Labels used below: A = OVCAR-4; B = SN12C; C = OVCAR-3; D = NCI-H23; E = IGROV1; F = NCI/ADR-RES; G = NCI-H226; H = SK-OV-3; I = OVCAR-5
C=CCc1c(O)c(C(=O)/C=C/c2ccc(Cl)cc2)c(OC)c2ccoc12
  A = 57	B = 57	C = 33	D = 57	E = 43	F = 39	G = 29	H = 66	I = 100

COc1cc(CNc2nc3ccc(OC/C(=C\F)CN)cc3o2)ccn1
  A = 86	B = 73	C = 106	D = 96	E = 90	F = 113	G = 80	H = 111	I = 92

Cn1c(=O)c2c(nc(Nc3ccc(F)cc3)n2CC(=O)Nc2ccc(S(N)(=O)=O)cc2)n(C)c1=O
  A = 99	B = 100	C = 115	D = 92	E = 99	F = 105	G = 98	H = 98	I = 97

CCN(CC)CCOC(=O)c1c(C)c(C)c(C)c(C)c1C
  A = 101	B = 92	C = 108	D = 94	E = 100	F = 95	G = 102	H = 103	I = 90

O=C(O)c1c[nH]c(=O)[nH]c1=O
  A = 119	B = 112	C = 108	D = 94	E = 100	F = 106	G = 102	H = 99	I = 97

COc1ccc(Oc2nc(Nc3ccc(F)cc3)ncc2NC(=O)Nc2cc(OC)cc(OC)c2)cc1
  A = 57	B = 84	C = 102	D = 87	E = 92	F = 92	G = 98	H = 82	I = 90

CN1CCN(Cc2ccc(NC(=O)c3cncc(C#Cc4cnc5ccc(Cl)nn45)c3)cc2C(F)(F)F)CC1
  A = -4.1*	B = 0.4*	C = -5.4*	D = -30*	E = 1.1*	F = 2.6*	G = -58*	H = 12	I = -4.1*

O=C(CSCC(=O)Nc1ccc2ccccc2c1)NCc1ccco1
  A = 96	B = 96	C = 108	D = 102	E = 115	F = 98	G = 104	H = 111	I = 103

O=C(O)c1cc(C(Cl)C(Cl)(Cl)Cl)ccc1O (stereo not given)
  A = 109	B = 101	C = 110	D = 96	E = 107	F = 100	G = 105	H = 103	I = 112

CN(C)C=Nc1cc(Cl)ccc1Cl
  A = 100	B = 98	C = 113	D = 101	E = 118	F = 107	G = 96	H = 110	I = 104

New compounds follow:
Labels used below: A = OVCAR-4; B = SN12C; C = OVCAR-3; D = NCI-H23; E = IGROV1; F = NCI/ADR-RES; G = NCI-H226; H = SK-OV-3; I = OVCAR-5
CN(C)CC[C@H](c1ccc(Cl)cc1)c1ccccn1
  A = 107	B = 98	C = 113	D = 102	E = 99	F = 106	G = 95	H = 115	I = 101

CC1(C)NCc2c3c(ccc4nc(-c5cn[nH]c5C(F)(F)F)c5c(c43)CCCC5)nn21
  A = 123	B = 86	C = 99	D = 98	E = 90	F = 104	G = 94	H = 86	I = 97

COc1ccccc1N1CCN(c2ncnc3[nH]ccc23)CC1
  A = 97	B = 92	C = 117	D = 97	E = 98	F = /	G = 86	H = 99	I = 101

CCOC(=O)CC1=Nc2ccccc2SC1
  A = 100	B = 105	C = 106	D = 96	E = 99	F = 105	G = 89	H = 84	I = 99

CC(C)(C)n1cc(-c2ccnc(NCCNS(=O)(=O)c3cccc(F)c3)c2)c(-c2cccc(F)c2)n1
  A = 70	B = 84	C = 93	D = 94	E = 91	F = 93	G = 102	H = 98	I = 95

CCN(C(=O)N1CCN(c2cc3c(cc2F)c(=O)c(C(=O)O)cn3C2CC2)CC1)c1nc(-c2ccccc2)cs1
  A = 56	B = 5.8*	C = 16	D = 6.3*	E = 13	F = 22	G = 21	H = 64	I = 36
